Tau fluor counter – Counterscreen qHTS for Inhibitors of Tau Fibril Formation, Fluorescence Polarization; 280,000 tested, 0.93% active; tau K18 P301L Alexa594 fluorescence, heparin fibrillization; Potency, µM (highest dose often 57.7 µM), inactives show top-dose activity change, negative = decrease; also: nearly all actives have a fitted effect of over 55% in size
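Human tau K18 P301L (15 uM unlabeled, 0.24 uM Alexa 594-labeled) in 100 mM sodium acetate pH 7 with 20 uM heparin, 6 hr at 37 C. ThT 30 uM added, 1 hr ambient; Alexa 594 FP and total fluorescence read at 555/632 nm.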
Tau fibril FP – qHTS for Inhibitors of Tau Fibril Formation, Fluorescence Polarization | Microtubule-associated protein tau (Homo sapiens), P10636 | K18 P301L tau heparin fibrillization, Alexa594 FP, 6 h | Potency, µM (highest dose often 57.7 µM), for the others: at the top dose activity, negative = inhibition, usual class: inhibitors | 280,000 tested, 0.39% active; also: nearly all actives have a fitted effect of over 55% in size
Target sequence (P10636 561-689 P618L limits assumed): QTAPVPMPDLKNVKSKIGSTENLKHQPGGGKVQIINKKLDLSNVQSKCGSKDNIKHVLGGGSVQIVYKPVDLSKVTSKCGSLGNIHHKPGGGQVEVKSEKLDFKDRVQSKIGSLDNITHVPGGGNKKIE
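Read-out: fluorescence polarization of Alexa 594-labeled tau (0.24 uM), 555 nm excitation, 632 nm emission. Mixtures held 15 uM unlabeled K18 P301L, compound and 20 uM heparin, pH 7 acetate buffer, incubated 6 hr at 37 C.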
TexasRed fluor – Total Fluorescence Counterscreen for Inhibitors of the Interaction of Thyroid Hormone Receptor and Steroid Receptor Coregulator 2 | AID 1479, 2009 | 280,000 tested, 0.29% active | TRb/SRC2 Texas Red total fluorescence interference | Potency, µM (series often up to 106 µM), inactives show at the top dose fluorescence change, negative = quenching; active = well fitted curve in either direction with a large enough effect; inconclusive = small, poorly fitted or top-dose-only effect
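Human TRβ ligand-binding domain (0.6 uM) and Texas Red SRC2 peptide (20 nM) in Tris buffer with 1 uM T3 and 5% DMSO were incubated with pinned compound for 5 hr at ambient temperature. Total fluorescence was computed as S + 2P (555/632 nm).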
Tau fibril ThT – qHTS for Inhibitors of Tau Fibril Formation, Thioflavin T Binding; recombinant tau K18 P301L, heparin-induced fibrillization, ThT fluorescence; Potency, µM (top dose mostly 57.4 µM), inactives show at the top dose activity, negative = inhibition, most hits filed as inhibitors; 270,000 tested, 2.1% active; AID 1460, 2008; also: nearly all actives have a fitted effect of over 55% in size
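Fibril formation assay: tau K18 P301L at 15 uM with trace Alexa 594 label, heparin inducer 20 uM, pH 7 sodium acetate buffer, 37 C for 6 hr; endpoint ThT signal.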
ALDH1A1 inh – qHTS Assay for Inhibitors of Aldehyde Dehydrogenase 1 (ALDH1A1) | Aldehyde dehydrogenase 1A1 (Homo sapiens), P00352 | Purified ALDH1A1, NADH fluorescence, propionaldehyde substrate | Potency, µM (titrated, usually from 75.3 µM), without a hit: top-dose activity, negative = inhibition, actives largely listed as inhibitors | 220,000 tested, 7.3% active | AID 1030, 2008; active = well fitted inhibition curve with a large enough effect, not every such curve was filed as active; inconclusive = small, poorly fitted or top-dose-only effect, or another doubt; inactive = no such curve, though single readings can be large or run the other way;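 also: plate controls were no enzyme wells and a reference inhibitor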
aGal spleen mod – qHTS Assay for Inhibitors and Activators of Human alpha-Galactosidase From Spleen Homogenate; human spleen homogenate, 4MU-alpha-Gal fluorescence, 40 min; Potency, µM (top dose mostly 80 µM), without a hit: at the highest dose activity change, negative = inhibition, most hits filed as inhibitors; 240,000 tested, 0.008% active; AID 2107, 2009;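 also: 0% = enzyme with vehicle and -100% = no enzyme basal signal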
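Human spleen homogenate (1 ug) as enzyme source, 4-methylumbelliferyl-alpha-D-galactopyranoside 1 mM final, citrate/phosphate pH 5.0 with 0.01% Tween-20. Compounds 40 min at 37C, NaOH/glycine stop; fluorescence Ex 365/Em 440, Hill-fit AC50.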
TRb-SRC2 inh – qHTS for Inhibitors of the Interaction of Thyroid Hormone Receptor and Steroid Receptor Coregulator 2 | Thyroid hormone receptor beta (Homo sapiens), P10828 | TRbeta-SRC2 peptide binding, fluorescence polarization; receptor liganded with 1 µM T3 | Potency, µM (titrated, usually from 106 µM), inactives show at the highest dose activity change, negative = inhibition, usual class: inhibitors | 280,000 tested, 0.065% active | AID 1469, 2008;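 also: plate controls were bound peptide for no effect and peptide without receptor for full effect; nearly all actives have a fitted effect of over 50% in size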
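Compounds were added to 0.6 uM TRb ligand-binding domain and 20 nM Texas Red-labeled SRC2 peptide in Tris buffer containing 1 uM T3, incubated 5 hr at ambient temperature, then read by fluorescence polarization.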
L3MBTL1 inh – qHTS Assay for the Inhibitors of L3MBTL1; AlphaScreen L3MBTL1–H3K9me1 peptide binding; Lethal(3)malignant brain tumor-like protein 1 (Homo sapiens), Q9Y468; Potency, µM (series often up to 57.1 µM), for inactives: at the top dose activity, negative = inhibition, actives largely listed as inhibitors; 230,000 tested, 0.66% active; also: nearly all actives have a fitted effect of over 60% in size
Target sequence (Q9Y468 whole entry, looked up): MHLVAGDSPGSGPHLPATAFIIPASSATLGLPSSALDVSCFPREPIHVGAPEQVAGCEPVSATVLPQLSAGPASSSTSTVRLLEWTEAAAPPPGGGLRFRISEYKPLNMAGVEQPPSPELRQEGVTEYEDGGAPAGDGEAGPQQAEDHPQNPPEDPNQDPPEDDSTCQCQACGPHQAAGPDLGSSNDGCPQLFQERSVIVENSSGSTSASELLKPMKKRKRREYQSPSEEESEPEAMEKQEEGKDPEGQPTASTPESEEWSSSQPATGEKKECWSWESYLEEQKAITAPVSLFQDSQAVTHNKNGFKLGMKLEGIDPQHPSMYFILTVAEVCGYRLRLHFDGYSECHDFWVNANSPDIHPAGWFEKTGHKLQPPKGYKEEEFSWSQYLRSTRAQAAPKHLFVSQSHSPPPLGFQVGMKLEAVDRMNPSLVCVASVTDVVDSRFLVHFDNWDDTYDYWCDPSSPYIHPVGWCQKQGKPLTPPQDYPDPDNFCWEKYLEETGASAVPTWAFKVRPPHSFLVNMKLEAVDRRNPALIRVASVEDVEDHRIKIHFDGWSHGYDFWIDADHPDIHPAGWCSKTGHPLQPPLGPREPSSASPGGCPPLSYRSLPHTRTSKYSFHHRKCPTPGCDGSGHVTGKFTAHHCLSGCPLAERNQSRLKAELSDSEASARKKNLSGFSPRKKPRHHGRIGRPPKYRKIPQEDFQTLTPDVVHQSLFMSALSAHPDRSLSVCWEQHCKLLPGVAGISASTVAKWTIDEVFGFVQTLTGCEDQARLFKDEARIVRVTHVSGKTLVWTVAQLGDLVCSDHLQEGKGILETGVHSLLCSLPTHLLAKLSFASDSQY
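AlphaScreen proximity signal between nickel-chelate acceptor and streptavidin donor beads (final 10 ug/mL) reports binding of 50 nM L3MBTL1 to 75 nM biotin-H3 K9me1 peptide; complex incubated with compounds 30 min at room temperature; cefsulodin titration as control.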
* hit, by the source's call; ? = inconclusive; / = no result given; [ ] = another dose, or the depositor's remark. Unless noted, calls follow the shape of the dose curve; as a rule, active = well fitted curve in the direction sought with a large enough effect; inconclusive = small, poorly fitted or top-dose-only effect, or another doubt; inactive = no such curve, though single readings can be large; an effect the other way counts as inactive or inconclusive. Unless noted, % is scaled to controls: 0 for no effect and ±100 for the full control effect; potency is read from the fitted curve at half-maximal effect.

A first look (12 entries):
SMILES	Tau fluor counter	Tau fibril FP	TexasRed fluor	Tau fibril ThT	ALDH1A1 inh	aGal spleen mod	TRb-SRC2 inh	L3MBTL1 inh
Cn1cc(CCC(=O)N2CCCC(CCC(=O)NCc3ccccc3F)C2)cn1 (stereo unspecified)	-2%	0%	-1%	-6%	-5%	0%	0%	5%
Cc1ccc(NC(NC(=O)c2ccccn2)C(Cl)(Cl)Cl)cc1 (stereo unspecified)	-11%	10%	-9%	-11%	-3%	3%	-2%	9%
CCOc1nc(-c2ccc(Cl)cc2Cl)ccc1C#N	-20%	?	0%	?	-5%	-2%	-1%	12%
CCCC(C(=O)NCc1ccc(OC)cc1)N(Cc1ccco1)C(=O)c1snc(C(N)=O)c1N (stereo unspecified)	-6%	2%	0%	-6%	?	2%	-14%	-3%
O=C(NCCc1ccc2c(c1)OCCO2)c1cccc(F)c1	8%	9%	0%[53 µM]	-3%	1%	-1%	-1%[53 µM]	10%
COc1ccc2oc3cc(C)[n+]([O-])c(-c4ccc(C)cc4)c3c2c1	17%	0%	0%	1%	-9%	5%	6%	1%
COc1cccc(C2C(C#N)=C(N)Oc3cc(N)ccc32)c1OC (stereo unspecified)	?	6%	-2%	-18%	1%	?	6%	-7%
CCOC(=O)C(C(C)=O)C(c1ccc(OC)cc1)C(C(C)=O)C(=O)OCC (stereo unspecified)	1%	-1%	-5%	-4%	-1%	7%	-18%	3%
O=C(CNC(=O)c1ccc(S(=O)(=O)N2CCCCC2)cc1)N/N=C/c1ccco1	-5%	-2%	-3%	-9%	-8%	2%	10%	/
Cc1ccc2c(c1)-c1c(ssc1=S)C(C)(C)N2C(=O)CSc1nncn1C	-22%	-7%	-2%	?	?	-12%	-13%	/
COc1ccc(CNC(=O)Nc2cc(C)cc(C)c2)cc1	-20%	-10%	-13%	-9%	/	-13%	5%	-3%
CC(C)C(=O)Nc1ncc(Cc2ccc(Cl)cc2)s1	-7%	-15%[2.34 µM]	-6%	-8%	-6%	-3%	-5%	35%[activator]

Results, previewed entries included:
SMILES	Tau fluor counter	Tau fibril FP	TexasRed fluor	Tau fibril ThT	ALDH1A1 inh	aGal spleen mod	TRb-SRC2 inh	L3MBTL1 inh
Cn1cc(CCC(=O)N2CCCC(CCC(=O)NCc3ccccc3F)C2)cn1 (stereo unspecified)	-2%	0%	-1%	-6%	-5%	0%	0%	5%
Cc1ccc(NC(NC(=O)c2ccccn2)C(Cl)(Cl)Cl)cc1 (stereo unspecified)	-11%	10%	-9%	-11%	-3%	3%	-2%	9%
CCOc1nc(-c2ccc(Cl)cc2Cl)ccc1C#N	-20%	?	0%	?	-5%	-2%	-1%	12%
CCCC(C(=O)NCc1ccc(OC)cc1)N(Cc1ccco1)C(=O)c1snc(C(N)=O)c1N (stereo unspecified)	-6%	2%	0%	-6%	?	2%	-14%	-3%
O=C(NCCc1ccc2c(c1)OCCO2)c1cccc(F)c1	8%	9%	0%[53 µM]	-3%	1%	-1%	-1%[53 µM]	10%
COc1ccc2oc3cc(C)[n+]([O-])c(-c4ccc(C)cc4)c3c2c1	17%	0%	0%	1%	-9%	5%	6%	1%
COc1cccc(C2C(C#N)=C(N)Oc3cc(N)ccc32)c1OC (stereo unspecified)	?	6%	-2%	-18%	1%	?	6%	-7%
CCOC(=O)C(C(C)=O)C(c1ccc(OC)cc1)C(C(C)=O)C(=O)OCC (stereo unspecified)	1%	-1%	-5%	-4%	-1%	7%	-18%	3%
O=C(CNC(=O)c1ccc(S(=O)(=O)N2CCCCC2)cc1)N/N=C/c1ccco1	-5%	-2%	-3%	-9%	-8%	2%	10%	/
Cc1ccc2c(c1)-c1c(ssc1=S)C(C)(C)N2C(=O)CSc1nncn1C	-22%	-7%	-2%	?	?	-12%	-13%	/
COc1ccc(CNC(=O)Nc2cc(C)cc(C)c2)cc1	-20%	-10%	-13%	-9%	/	-13%	5%	-3%
CC(C)C(=O)Nc1ncc(Cc2ccc(Cl)cc2)s1	-7%	-15%[2.34 µM]	-6%	-8%	-6%	-3%	-5%	35%[activator]
O=C(CN1CCCCC1)Nc1c2c(nc3ccccc13)N(c1ccccc1)CC2	-8%	7%	-3%	-6%	?	?	-15%	2%
Fc1ccc(C2=CC(c3ccco3)n3ncnc3N2)cc1 (stereo unspecified)	-3%	-10%	-2%	1%	?	7%	3%	-1%
Cc1ccc(CNC(=O)c2nc(SCc3ccccc3C)ncc2Cl)cc1	-2%	-11%	-1%	9%	/	/	-10%	/
CCOc1c(OC)cccc1C1CC(=O)Nc2cc(OC)c(OC)cc21 (stereo unspecified)	-3%	9%	-5%	5%	6%	-4%	-4%	15%
Cn1c(=O)cc(C(=O)N/N=C/c2ccc(F)cc2)[nH]c1=O	-8%	-1%	-5%	/	/	12%	-7%	/
O=C(COc1ccc(-c2ccccc2)cc1)N1CCCC1	-13%	-5%[2.34 µM]	9%	-14%	13µM*	-4%	-4%	-8%
CCOC(=O)c1c(S(=O)(=O)N2CCC(C(=O)NCc3cccc(OC)c3)CC2)c(C)n(C)c1C	-10%	3%	-1%	1%	/	/	0%	/
CNC(=O)c1ccc(=O)n(Cc2cccc(C(F)(F)F)c2)c1	-5%	-6%	0%	-7%	10%	-2%	2%	/
CCc1ccc(NC(=O)C2CCN(S(C)(=O)=O)CC2)cc1	-3%	1%	0%	-5%	10%	6%	2%	3%
FC(F)(F)c1cccc(NC(=S)NNC(=S)Nc2ccc(Cl)cc2)c1	8.9µM*[quencher]	?	-1%	/	/	-4%	-8%	/
CCN1N=C(c2ccccc2)Cn2c1nc1ccccc12	-25%	0%	-3%	?	?	?	-17%	/
CCN(CC)Cc1cc(C(C)=O)ccc1OCC(C)C	1%	3%	0%	-3%	1.1µM*	7%	1%	-18%
Cc1ccc(-c2nnc(Nc3ccc4c(c3)nc(C)n4C)c3ccccc23)cc1	-21%	?	-4%	12%	2%	-11%	-7%	0%
CC1(C)CC2CC(C)(CN2C(=O)COC(=O)c2ccc(Cl)c(N)c2)C1 (stereo unspecified)	-13%	6%	-4%	-4%	-2%	-16%	-6%	/
COc1cccc(OCCn2cc(/C=N/NC(=O)c3ccncc3)c3ccccc32)c1	14µM*[quencher]	10%	-3%	?	4%	4%	-8%	-15%
Nc1cccc(C(=O)OCC(=O)NC2CCCc3ccccc32)c1 (stereo unspecified)	3%	11%	0%	-1%	-4%	1%	6%	10%
CC(Oc1ccc(Cl)cc1Cl)C(=O)NC1CCSC1=O (stereo unspecified)	2%	1%	2%	-1%	12%	0%	-4%	3%
CCOC(=O)c1sc(N)c(C(N)=O)c1C	-5%	-3%	-4%	-9%	?	-15%	-8%	7%
O=C(CCCCCn1c(=S)[nH]c2ccc(N3CCOCC3)cc2c1=O)NCc1ccc(Cl)cc1	?	11%	-3%	?	?	-13%	-8%	-4%
CCN(CC)C(=O)C1CCN(S(=O)(=O)c2ccc(C3CNC(=O)C3)cc2)CC1 (stereo unspecified)	5%	-13%	0%	-2%	3%	-1%	-22%	-5%
Cc1cccc2c(CC(=O)O)noc12	-3%	4%	-3%[53 µM]	-1%	9%	1%	1%[53 µM]	6%
Clc1ccccc1-c1ccc(/C=N/Nc2nncc(-c3ccccc3)n2)o1	-27%	16%	-2%	2µM*	5%	0%	-1%	-2%
COCCSc1ccccc1C(=O)Nc1cccnc1	-13%	-7%	-6%	-10%	?	-4%	-2%	/
COc1cccc(-c2nnc(SCC(=O)N3CCOCC3)o2)c1	6%	1%	-2%	1%	?	-4%	-3%	1%
COCc1cc(=O)[nH]c2cc(NC(=O)C(F)(F)F)c(C)cc12	-3%	2%	-2%	0%	57%[activator]	?	2%	-3%
O=C(CCl)NCc1cc(-c2ccc(Cl)cc2)no1	0%	5%	-1%	-5%	22µM*	1%	-1%	39%[activator]
COc1ccc(Cl)cc1NC(=O)NCCN1CCCCC1	-1%	-1%	-2%	3%	3%	0%	3%	4%
CC(/C=C/c1ccco1)=N\NC(=O)COc1ccc(C)c(C)c1	-24%	?	1%[53 µM]	?	3.5µM*	-8%	10%[53 µM]	-25%
CCc1nc2cccnc2n1-c1ccc(CC(=O)Nc2cccc(C)c2C)cc1	0%	3%	0%	-1%	/	/	-1%	/
CCN(CC)S(=O)(=O)c1ccc(S(=O)(=O)Nc2ccc3c(c2)oc2ccccc23)cc1	?	?	-4%	3%	?	-3%	0%	/
CCOC(=O)c1ccccc1NC(=O)c1nn(C)c2c1COc1ccccc1-2	-13%	-3%	-2%	-10%	/	/	0%	/
CCOc1ccccc1NC(=O)C(C)Sc1nc2c(c(=O)[nH]1)CCCC2 (stereo unspecified)	-5%	2%	-1%	-2%	/	/	4%	/

Some entries already given, reduced to Tau fluor counter, ALDH1A1 inh and L3MBTL1 inh.
Structure | Tau fluor counter | ALDH1A1 inh | L3MBTL1 inh
COCc1cc(=O)[nH]c2cc(NC(=O)C(F)(F)F)c(C)cc12 | -3% | 57%[activator] | -3%
Cc1cccc2c(CC(=O)O)noc12 | -3% | 9% | 6%
